Source: PubChem BioAssay
FLuc counter – inhibits or activates purified firefly luciferase, miR-21 counter-screen; P08659; Potency, µM (titrated, usually from 57.5 µM), inactives show top-dose activity change, negative = inhibition, hits mostly inhibitors; 360,000 tested, 6.9% active; purified FLuc, Km substrates, luminescence inhibition;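 note: potency is the fitted concentration of half-maximal effect; plate controls were vehicle for no effect and reference inhibitor for full effect; nearly all actives have a fitted effect of over 55% in size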
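Biochemical qHTS of compounds, final roughly 60 µM downward over six points, against 10 nM purified firefly luciferase using Km concentrations of substrates (10 uM D-luciferin, 10 uM ATP) in Tris acetate pH 7.5 buffer; luminescence output.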
ELG1 DNA repair – inhibitors of ELG1-dependent DNA repair in HEK293T cells. Potency, µM (top dose mostly 46.1 µM), for the others: top-dose activity change, negative = inhibition, usual class: inhibitors. 330,000 tested, 2.3% active. HEK293T ELG1-luciferase reporter, luminescence, 16 h; DNA damage induced by 5-fluorouridine. AID 504467; note: potency is the fitted concentration of half-maximal effect; % is set by controls: 0 for no effect and ±100 for the full control effect; nearly all actives have a fitted effect of over 55% in size
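Step one: seed 2,000 cells per well. Step two: pin-transfer compound or DMSO alongside 5-fluorouridine. Step three: incubate 16 hr, 37 °C, 5% CO2. Step four: add ONE-Glo, wait 30 min, read luminescence.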
Rab9 prom act – Rab9 promoter activation. Huh7 Rab9 promoter-luciferase reporter, luminescence, 24 h. Potency, µM (doses to about 9.22 µM), for inactives: at the top dose activation, negative = inhibition, hits mostly activators. 320,000 tested, 2.8% active; note: potency is the fitted concentration of half-maximal effect; % of control where 0% means no effect; nearly all actives have a fitted effect of over 60% in size
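Cell-based reporter: Huh7 stable for Rab9 promoter-driven luciferase, plated in reduced-serum medium with 10% FBS at 1500 cells/well, compound-treated 24 h at 37 °C, luminescence read after 10 min reagent.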
p53 reactivator – re-activators of mutant p53; H1299 p53-A138V BP100-luciferase reporter, luminescence, 24 h; Potency, µM (doses to about 92.2 µM), for inactives: at the highest dose activity change, positive = activation, actives largely listed as activators; 320,000 tested, 0.063% active; note: potency is the fitted concentration of half-maximal effect; % of control where 0% means no effect; nearly all actives have a fitted effect of over 45% in size
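H1299 (p53-null), stable ts p53-A138V + BP100-Luc; 1000 cells/well, Opti-MEM/10% FBS; cpd 4 pt, 1:5; 24 h, 37 deg C, 5% CO2; detection reagent 10 min RT; luminescence.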
ELG1 genotox – genotoxicity induction in ELG1-luciferase HEK293T cells; 330,000 tested, 1.3% active; AID 504466; HEK293T ELG1-luciferase reporter, luminescence, 16 h; Potency, µM (highest dose often 46 µM), without a hit: at the highest dose activity change, positive = activation, usual class: activators; note: potency is the fitted concentration of half-maximal effect; % of control where 0% means no effect; nearly all actives have a fitted effect of over 60% in size
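Genotoxicity was scored as increased ELG1-luciferase reporter signal, measured by ONE-Glo luminescence (30 min, room temperature). Compound or vehicle exposure of the HEK293T reporter cells lasted 16 hr at 37°C.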
BRCA1 expr up – activators of BRCA1 expression; MCF7-BRCA1-FFLuc reporter, luminescence, 48 h; response scale: scaled: vehicle 0%, 10 µM genistein 100%; Potency, µM (top dose mostly 46.1 µM), for the others: at the top dose activation, hits mostly activators; 380,000 tested, 1.1% active; note: potency is the fitted concentration of half-maximal effect; nearly all actives have a fitted effect of over 80% in size; some results filed as inactive show a strong effect at the top dose
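First, MCF7-BRCA1-FFLuc cells (2000/well) attach for 2 h; next, compounds are pin-added and incubated 48 h at 37 °C; finally, luciferase reagent is added and luminescence read after 15 min.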
TRPV1 ag – human TRPV1 agonism; 320,000 tested, 0.19% active; Q8NER1; TRPV1-expressing cells, Fluo-8 calcium influx, agonist mode; activation, % at 8.33 µM; in the data active = activation above about 80%; inconclusive = between about 30% and that limit; note: 0% is about no effect
Target sequence (Q8NER1 whole entry, looked up): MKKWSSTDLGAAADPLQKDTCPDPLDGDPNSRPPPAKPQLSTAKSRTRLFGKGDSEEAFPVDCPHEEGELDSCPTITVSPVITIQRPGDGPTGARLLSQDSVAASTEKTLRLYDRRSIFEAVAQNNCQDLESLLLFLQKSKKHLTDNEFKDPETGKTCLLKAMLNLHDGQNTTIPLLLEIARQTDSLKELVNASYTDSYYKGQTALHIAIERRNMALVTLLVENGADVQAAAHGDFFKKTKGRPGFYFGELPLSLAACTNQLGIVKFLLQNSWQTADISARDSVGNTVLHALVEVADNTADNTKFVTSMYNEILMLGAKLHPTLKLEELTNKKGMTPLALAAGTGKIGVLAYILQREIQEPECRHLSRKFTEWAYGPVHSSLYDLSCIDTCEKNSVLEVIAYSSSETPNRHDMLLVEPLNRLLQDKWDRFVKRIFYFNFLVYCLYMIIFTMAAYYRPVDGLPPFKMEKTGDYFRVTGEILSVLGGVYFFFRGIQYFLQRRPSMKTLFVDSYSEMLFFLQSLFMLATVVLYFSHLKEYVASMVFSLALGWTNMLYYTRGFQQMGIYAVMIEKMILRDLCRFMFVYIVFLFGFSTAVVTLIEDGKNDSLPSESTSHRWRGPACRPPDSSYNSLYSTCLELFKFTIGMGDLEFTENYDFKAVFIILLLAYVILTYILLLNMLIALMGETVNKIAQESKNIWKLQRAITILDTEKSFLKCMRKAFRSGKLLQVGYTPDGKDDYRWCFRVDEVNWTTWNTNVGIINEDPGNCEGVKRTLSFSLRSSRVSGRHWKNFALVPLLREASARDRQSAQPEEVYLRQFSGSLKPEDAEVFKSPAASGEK
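TRPV1-expressing cells were cultured overnight at 35.5C and loaded with Fluo-8 calcium dye for 40 to 90 min at room temperature. After a 10 s baseline, compound was added and calcium influx was read kinetically for 3 min (ex 480/em 520 nm).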
NPC1 prom act – NPC1 promoter activation; Huh7 NPC1 promoter luciferase reporter, 24 h; Potency, µM (titrated, usually from 9.22 µM), without a hit: at the top dose activation, most hits filed as activators; 320,000 tested, 2.4% active;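 note: potency is the fitted concentration of half-maximal effect; % of control where 0% means no effect; nearly all actives have a fitted effect of over 60% in size; reporter is driven by a mutant NPC1 promoter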
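Readout is luciferase luminescence, reflecting NPC1 promoter activation in stably transfected Huh7 cells after 24 h compound exposure at 37 °C in reduced-serum medium with 10% FBS.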
VP16 counter – Gal4-VP16 reporter inhibition counter-screen. Drosophila S2 Gal4-VP16 UAS-luciferase, luminescence, 20 h. Potency, µM (series often up to 53.6 µM), inactives show at the highest dose activity, negative = inhibition, usual class: inhibitors. 310,000 tested, 3.5% active;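 note: Gal4-VP16 expression switched on by copper sulfate through the metallothionein promoter; potency is the fitted concentration of half-maximal effect; % is set by controls: 0 for no effect and ±100 for the full control effect; nearly all actives have a fitted effect of over 50% in size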
RORgamma inh – ROR gamma (mouse) transcription inhibition | Drosophila S2 Gal4-RORgamma UAS-luciferase reporter, 20 h | P51450 | 310,000 tested, 5.4% active | Potency, µM (titrated, usually from 53.6 µM), inactives show top-dose activity change, negative = inhibition, hits mostly inhibitors | AID 2551; note: potency is the fitted concentration of half-maximal effect; % is set by controls: 0 for no effect and ±100 for the full control effect; nearly all actives have a fitted effect of over 60% in size
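A Gal4/UAS one-hybrid system in insect cells: metallothionein-promoter Gal4–ROR gamma fusion plus Photinus luciferase reporter. Copper sulfate 700 uM final, 20 hr ambient incubation, luminescent detection after 10 min with reagent.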
Tb PFK inh – T. brucei PFK enzyme inhibition; T. brucei PFK, ADP-Glo luminescence; Potency, µM (highest dose often 57.5 µM), for inactives: top-dose activity, negative = inhibition, usual class: inhibitors; 330,000 tested, 0.17% active;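 note: potency is the fitted concentration of half-maximal effect; 0% = uninhibited 1x PFK enzyme wells and -100% = no-enzyme wells; nearly all actives have a fitted effect of over 60% in size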
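Compounds were pin-transferred as a titration series up to 57 uM into substrate buffer (0.5 mM F6P, 0.1 mM ATP, pH 8.0), then 1.25 nM PFK was added and reactions ran 45 min before ADP-Glo detection.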
Numbers without * were called inactive; ? = inconclusive; . = no result given; & = joins results of further samples; [ ] = remark or other dose. Unless noted, calls come from the whole dose curve; as a rule, active = well fitted curve in the direction sought with a large enough effect; inconclusive = small, poorly fitted or top-dose-only effect, or another doubt; inactive = no such curve, though single readings can be large; an effect the other way counts as inactive or inconclusive.

SMILES	FLuc counter	ELG1 DNA repair	Rab9 prom act	p53 reactivator	ELG1 genotox	BRCA1 expr up	TRPV1 ag	NPC1 prom act	VP16 counter	RORgamma inh	Tb PFK inh
CCN(CC1COc2ccccc2O1)C(=S)Nc1ccccc1 (stereo not given)	15%	-5%	-6%	4%	-11%	-35%	5	0%	?	?	1%
O=C(CCCC(=O)N1CCN(c2cccc(Cl)c2)CC1)c1ccccc1	?	6%	14%	.	5%	10%	?	-2%	1%	?	-23%
COc1ccc(NC(=O)CN2CCN(C(=S)NC3CCCC3)CC2)cc1	5%	-3%	-3%	-5%	0%	-8%	5	-3%	-5%	1%	-1%
CC(=O)N[C@@H](C)C(=O)N1CCN(S(=O)(=O)c2ccc(Cl)cc2)CC1	0%	-10%	19%	0%	-1%	7%	0	1%	-2%	-5%	1%
CC1(C)N=C(c2cccs2)C(C)(C)N1O	0%	12%	-7%	-1%	1%	-12%	4	-2%	5%	-30%	-1%
Cc1ccc(NC(=O)c2noc3c2CCCCC3)cc1	9.5µM*	?	0.5µM*	?	?	?	16	0.56µM*	-29%	?	0%
CCCn1c(SC2C(=O)CC(C)(C)CC2=O)nc2c1c(=O)n(C)c(=O)n2C	1%	22%	7%	-17%	2%	6%	0	-8%	-1%	-11%	4%
CCOC(=O)c1cnn(-c2ccccc2)c1-c1ccncc1	2%	-25%	-7%	-1%	-7%	-2%	3	-3%	-12%	18%	0%
O=C(COc1ccccc1)NNC(=O)c1ccc(Cl)cc1	-2%	16%	-3%	3%	-2%	1%	9	-2%	.	.	-3%
Cc1c(C(=O)O)sc(=S)n1CCOc1ccccc1	4%	11%	12%	?	-1%	5%	-1	1%	2%	1%	6%
Cc1ccc(-n2c(SCC(=O)Nc3cc(C)on3)nc3ccccc3c2=O)cc1	3%	2%	8%	5%	1%	-2%	-1	-1%	3%	-22%	1%
O=C(Cn1cc(C(F)(F)F)ccc1=O)NC(c1ccccc1)c1ccccc1	0%	11%	1%	-16%	1%	-18%	-4	0%	-3%	1%	-2%
CCCOC(=O)C1[C@H]2C(=O)N(CCCOC)C[C@]23C=C[C@H]1O3 (stereo not given in full)	5%	15%	1%	-1%	-2%	0%	-2	-4%	2%	8%	-6%
COc1cccc(CNC(=O)Cn2c(=O)oc3ccccc32)c1OC	0%	6%	-5%	-2%	?	-13%	-2	0%	-5%	-34%	0%
Cc1ccc(NC(=O)/C=C/c2ccco2)nc1	6µM*	?	22%	?	4.1µM*	-23%	21	?	-22%	?	-9%
O=C(Nc1ccc(N2CCN(C(=O)c3ccco3)CC2)cc1)c1cc(Br)ccc1Cl	.	12µM*	-18%	-11%	-11%	-60%	-4	-19%	.	.	0%
O=C(Nc1nc2c(s1)CCCC2)c1cccs1	1.1µM*	?	0.71µM*	?	?	?	?	2.8µM*	?	?	0%
Cc1cccc(NC(=O)COc2cccc3c2CCN(C)C3=O)c1C	0%	?	-9%	-5%	-2%	-22%	3	-3%	?	?	-1%
O=C(CN1C(=O)NC2(CCCCCCC2)C1=O)Nc1ccc(Br)cc1Br	1%	-12%	2%	-3%	-1%	-19%	14	-7%	.	.	-4%
CC(C)C(=O)NC(=S)Nc1ccc(S(=O)(=O)N2CCCC2)cc1	5%	-7%	-7%	-10%	1%	29%	2	-2%	?	?	0%
O=C(NCCN1CCCC1)c1cccc(Cl)c1	4%	9%	-2%	0%	3%	-2%	2	0%	0%	2%	1%
O=C(NCCCN1CCN(Cc2ccccc2)CC1)c1nnc(Cc2c(F)cccc2Cl)o1	3%	-29%	-2%	-17%	-5%	-2%	1	-2%	-2%	28%	1%
Cc1ccccc1CCN1CCCC(CN(C)CC(C)(C)C)C1 (stereo not given)	0%	-11%	-1%	?	0%	-4%	4	-2%	-10%	-9%	-1%
CCn1c(=O)c(C(=O)Nc2ncccc2O)c(O)c2ccccc21	-2%	?	2%	.	1%	2%	11	-1%	-3%	-33%	4%
CCOC(=O)[C@H]1[C@H]2COc3ccc(C)cc3[C@@H]2N2C(=O)c3ccc(F)cc3NC(=O)[C@@]12C	3%	16%	1%	-5%	11%	-8%	85*	-4%	.	.	11%
Cc1ccc(CNC(=O)CN(c2cccc([N+](=O)[O-])c2)S(C)(=O)=O)cc1	0%	-1%	0%	4%	1%	68%	-1	-4%	6%	7%	0%
O=C(C1CC(=O)N(c2ccc(F)cc2)C1)N1CCCCC1 (stereo not given)	1%	?	-1%	-1%	2%	-2%	6	-2%	4%	19%	-21%
CCn1ncc(Br)c1C(=O)Nc1cc(C)on1	-1%	-5%	-4%	.	0%	6%	8	7%	.	.	-6%
S=C(NCC1CCCO1)Nc1ccc(Cl)cc1 (stereo not given)	?	?	3%	16%	-1%	72%	3	11%	?	10µM*	-1%
Cc1cccc(NC(=O)CSc2nnc(-c3ccco3)n2CC2CCCO2)n1 (stereo not given)	4%	5%	-1%	-3%	1%	-1%	-1	-3%	-15%	1%	-6%
Cc1ccccc1CN1C[C@@H]2C[C@@H](c3ccc4nsnc4c3)N3CCC[C@@]23C1=O	0%	?	-6%	-3%	-6%	-17%	1	1%	-12%	24%	0%
COc1cccc(C2CC(c3cccs3)=NN2C(=O)CSC2=NCCS2)c1OC (stereo not given)	3%	-25%	-38%[inhibitor]	-39%[inhibitor]	-17%	-76%[inhibitor]	18	-1%	3%	-21%	0%
CCc1ccc(CNC(=O)c2ccc(NC(=O)C3=CSCCO3)cc2)cc1	-11%	15%	-3%	-5%	12%	13%	2	2%	-16%	?	-4%
Cc1cccc(NC(=S)N2CCN(c3ccccn3)CC2)c1	-2%	-9%	0%	?	-5%	0%	0	0%	?	?	1%
CC(/C=N/Nc1nc(N2CCCCC2)nc(N2CCCCC2)n1)=C\c1ccccc1	3%	8%	-1%	7%	-5%	1%	-4	11%	-11%	?	0%
O=C(c1ccc(Br)o1)N1CCc2ccccc21	4.8µM*	?	2.5µM*	11%	?	.	0	2.2µM*	?	-23%	-13%
N#CC1(c2ccccc2)CCCN1C(=O)c1ccccc1Br (stereo not given)	0%	-5%	1%	-4%	-1%	11%	3	0%	10%	-22%	-1%
Cn1c(-c2ccccc2)c(C(=O)CC#N)c2ccccc21	1%	-26%	-5%	5%	-1%	-16%	6	-5%	-1%	4%	-4%
O=c1c2ccccc2n2c(-c3cccc(F)c3)nnc2n1Cc1ccccc1	1%&2%	1%	2%	30%	1%	-8%	12	-2%	-4%	-42%	0%
Nc1ccc(C2(c3ccc(N)cc3)OC(=O)c3ccccc32)cc1	8%	2%	-1%	.	6%	-10%	3	-3%	-10%	-20%	0%
COc1ccc(-n2c3c(cc(C(=O)N4CCC(C)CC4)c2=O)C(=O)CC(C)(C)C3)cc1	-1%	8%	7%	-2%	-4%	1%	.	9%	?	-38%	8%
Cc1nc2nc(COc3ccccc3)[nH]n2c(=O)c1Cl	19µM*	1%	7%	16%	2%	8%	-2	7%	-14%	-32%	2%
Cc1ccc(C(=O)COC(=O)c2cccc(NC(=O)c3ccc([N+](=O)[O-])cc3[N+](=O)[O-])c2)cc1	0.11µM*	?	1.4µM*	-6%	?	-73%[inhibitor]	6	0.4µM*	-17%	15%	-4%
COc1ccc(NC(=S)N2CCC(c3ccc(C)cc3)C2)cc1 (stereo not given)	?	19%	5%	7%	7%	47%	8	-1%	?	?	-5%
Cc1ccc(NS(=O)(=O)c2ccc(CCC(=O)NCc3cccnc3)cc2)cc1	1%	-6%	-2%	8%	-4%	3%	0	-3%	11%	6%	-2%
COc1cc(/C=N/O)cc(Br)c1OC	4%	-19%	-5%	-11%	-2%	17%	-5	-4%	-4%	-16%	5%
COc1ccc(C2SCC(=O)N2c2nnc(C34CC5CC(CC(C5)C3)C4)s2)cc1 (stereo not given)	7%	-14%	-4%	5%	1%	16%	-1	1%	3%	-7%	-2%
Cc1ccc2c(c1)N(CC(=O)NC1CCC(C)CC1)C(=O)CO2 (stereo not given)	2%	19%	1%	7%	3%	40%	3	1%	19%	3%	-4%
O=C(CCn1cnc2ccccc2c1=O)Nc1ccc(S(=O)(=O)N2CCCC2)cc1	-1%	.	.	.	.	-4%	2	.	9%	-1%	.
CCCn1nc(NC(=O)c2ccco2)c2cc3cc(C)ccc3nc21	?	?	10%	-1%	-8%	40%	?	16%	-10%	37%	3%
